RGS4 inhibitor: blocks human RGS4-accelerated GTP hydrolysis; P49798; Transcreener GDP fluorescence polarization, RGS4-accelerated GTP hydrolysis; Potency, µM (doses to about 114 µM), without a hit: top-dose activity change, negative = inhibition, hits mostly inhibitors; 0.039% of 390,000 active; AID 504845; note: potency is the fitted concentration of half-maximal effect; % is set by controls: 0 for no effect and ±100 for the full control effect; nearly all actives have a fitted effect of over 75% in size; some results filed as inactive show a strong effect at the top dose
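MLSMR compounds (23 nl, pin-transferred) preincubated 10 min at room temperature with a 500nM (2x) first reagent, then RGS4 at 900nM (2x) plus Transcreener GDP mix added; fluorescence polarization (620/688 nm) read before and after 90 min at 30 °C.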
POLK inh: blocks human DNA polymerase kappa activity; AID 588579; Q9UBT6; purified Pol kappa, fluorescent DNA synthesis assay, 10 min; Potency, µM (series often up to 107 µM), for the others: at the highest dose activity, negative = inhibition, actives largely listed as inhibitors; 0.53% of 400,000 active; note: potency is the fitted concentration of half-maximal effect; % is set by controls: 0 for no effect and ±100 for the full control effect
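Inhibition of 10 nM Pol kappa is measured by a fluorescent read-out at 0 and 10 min following addition of 50 nM substrate (final), with a 15-min room-temperature compound preincubation.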
12-LOX inh: inhibitors of human 12S-lipoxygenase ALOX12; P18054; purified 12hLO, xylenol orange hydroperoxide absorbance; Potency, µM (titrated, usually from 108 µM), inactives show at the highest dose activity change, negative = inhibition, hits mostly inhibitors; 1.1% of 580,000 active; AID 1671190; note: potency is the fitted concentration of half-maximal effect; % is set by controls: 0 for no effect and ±100 for the full control effect
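Purified human 12hLO at 150 nM in 25 mM Hepes, 0.01% Triton X-100, pH 7.0, preincubated 15 min at room temperature with compound. Reaction started with 40 uM arachidonic acid, 30 min at room temperature. Hydroperoxide measured by Fe-xylenol orange, 573/405 nm absorbance ratio.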
ERG-DNA inh: ERG Ets/DNA interaction inhibition | 0.028% of 370,000 active | P11308 | AID 624246 | Potency, µM (top dose mostly 76.9 µM), for inactives: top-dose FP activity, negative = inhibition, hits mostly inhibitors | fluorescence polarization, His-ERG Ets domain / labelled DNA; active = well fitted inhibition curve with a large enough effect in the polarisation, with a control signal flat; inconclusive = small, poorly fitted or top-dose-only effect, or effect the other way, or a change in a side signal; inactive = no such curve, though single readings can be large or run the other way; the % refers to the polarisation;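 note: polarization taken with two DNA probes labelled with fluorescein and Texas red; potency is the fitted concentration of half-maximal effect; % of control where 0% means no effect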
Target sequence (P11308 whole entry, looked up, the tested form may be a part): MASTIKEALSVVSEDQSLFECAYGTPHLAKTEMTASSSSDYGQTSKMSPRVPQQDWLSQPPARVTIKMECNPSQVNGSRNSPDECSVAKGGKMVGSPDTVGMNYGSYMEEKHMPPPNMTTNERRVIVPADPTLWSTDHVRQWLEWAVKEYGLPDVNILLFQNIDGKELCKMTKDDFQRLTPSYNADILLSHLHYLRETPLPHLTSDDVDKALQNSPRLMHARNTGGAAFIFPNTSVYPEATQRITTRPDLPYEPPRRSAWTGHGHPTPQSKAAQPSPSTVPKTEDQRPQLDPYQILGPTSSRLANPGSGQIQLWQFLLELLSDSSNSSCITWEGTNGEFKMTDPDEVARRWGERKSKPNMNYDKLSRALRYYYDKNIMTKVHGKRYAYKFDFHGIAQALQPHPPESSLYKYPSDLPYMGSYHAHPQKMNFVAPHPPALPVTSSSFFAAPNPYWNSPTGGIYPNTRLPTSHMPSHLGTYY
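His-tagged ERG Ets domain (1 uM in the protein solution; 300mM KCl, 50mM Tris-HCl, 1mM EDTA, 1mM DTT, pH 7.5) received compound, then a probe mix of 5 nM fluorescein-DNA and 100nM Texas-615-DNA. Fluorescence polarization was read for both dyes.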
Pol beta inh: blocks human DNA polymerase beta activity; P06746; 1.3% of 340,000 active; AID 485314; Pol beta primer extension/strand displacement, fluorescence kinetic; Potency, µM (highest dose often 114 µM), inactives show at the top dose activity change, negative = inhibition, most hits filed as inhibitors; note: potency is the fitted concentration of half-maximal effect; % is set by controls: 0 for no effect and ±100 for the full control effect
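Values derive from four-parameter Hill fits of normalized kinetic data: reads at 0 and 10 min following addition of 50 nM substrate to 10 nM Pol beta preincubated 15 min with compound.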
APEX1 inh: APE1 (human) endonuclease inhibition | P27695 | recombinant APE1, TAMRA/BHQ-2 abasic DNA cleavage fluorescence | Potency, µM (doses to about 65.8 µM), for inactives: at the highest dose activity change, negative = inhibition, hits mostly inhibitors | 0.35% of 350,000 active;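 note: potency is the fitted concentration of half-maximal effect; plate controls were vehicle for no effect and reference inhibitor for full effect; nearly all actives have a fitted effect of over 55% in size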
Target sequence (P27695 whole entry, looked up): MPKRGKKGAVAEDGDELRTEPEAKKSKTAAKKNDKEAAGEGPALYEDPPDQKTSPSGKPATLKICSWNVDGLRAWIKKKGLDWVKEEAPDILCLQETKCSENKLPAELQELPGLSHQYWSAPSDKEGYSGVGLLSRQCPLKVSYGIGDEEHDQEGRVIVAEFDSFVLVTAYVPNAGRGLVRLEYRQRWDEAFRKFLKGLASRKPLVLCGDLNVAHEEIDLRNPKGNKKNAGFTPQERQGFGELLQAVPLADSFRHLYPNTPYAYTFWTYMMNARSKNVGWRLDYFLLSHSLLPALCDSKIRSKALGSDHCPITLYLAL
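Kinetic fluorescence read (525 ex/598 em nm, three reads 60 s apart) of AP-site incision; signal = third minus first read. Enzyme 0.75 nM, dual-labelled THF duplex 50 nM, compound preincubation 15 min RT.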
Apoferritin bind: binds horse apoferritin like a general anesthetic; P02791; apoferritin/1-aminoanthracene competitive binding, fluorescence; Potency, µM (doses to about 77.5 µM), inactives show at the top dose activity change, negative = displacement, usual class: inhibitors; 0.074% of 350,000 active; note: potency is the fitted concentration of half-maximal effect; % is set by controls: 0 for no effect and ±100 for the full control effect; nearly all actives have a fitted effect of over 20% in size
Target sequence (P02791 2-175 limits assumed): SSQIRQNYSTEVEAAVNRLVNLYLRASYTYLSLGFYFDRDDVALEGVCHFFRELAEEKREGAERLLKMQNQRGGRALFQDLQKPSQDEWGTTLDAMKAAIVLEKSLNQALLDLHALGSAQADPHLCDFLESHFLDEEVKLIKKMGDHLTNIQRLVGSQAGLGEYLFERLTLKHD
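Concentration-response curves derived by four-parameter Hill fitting of normalized fluorescence, where compounds displaced 1-AMA from 10 uM horse apoferritin following a brief 10 min room-temperature incubation; propofol titration acted as positive control.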
POLH inh: blocks human DNA polymerase eta activity; Potency, µM (doses to about 114 µM), for the others: at the top dose activity change, negative = inhibition, actives largely listed as inhibitors; 1.2% of 390,000 active; Q9Y253; recombinant Pol eta, fluorescent DNA replication assay; note: potency is the fitted concentration of half-maximal effect; % is set by controls: 0 for no effect and ±100 for the full control effect
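Pol eta at 10 nM preincubated with compounds 15 min at room temperature; reaction started with fluorescent substrate (50 nM final) and read kinetically at 0 and 10 min.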
LDHA inh: LDHA (human) enzyme inhibition | purified LDHA, NADH/diaphorase-resazurin fluorescence; hits give low values | activity change, % (values are at about 110 or 230 µM) | 0.15% of 480,000 active | AID 1347041; in the data active = activity change below about -30%; inconclusive = mostly about -25% to -30%;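 note: plate controls were DMSO wells for no effect and wells without enzyme for full effect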
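LDH5 2 nM; NADH 0.06 mM, pyruvate 0.2 mM; 200 mM Tris pH 7.4, EDTA, Tween-20; 5 min RT. Detection: diaphorase 0.133 mg/mL + resazurin 37 µM, fluorescence ex540/em590 at 0 and 20 min; normalized to enzyme-free and DMSO wells.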
Active calls of the source: *; ? = inconclusive; . = no result given; & = joins results of further samples; [ ] = another dose, or the depositor's remark. Unless noted, calls come from the whole dose curve; as a rule, active = well fitted curve in the direction sought with a large enough effect; inconclusive = small, poorly fitted or top-dose-only effect, or another doubt; inactive = no such curve, though single readings can be large; an effect the other way counts as inactive or inconclusive. An excerpt; the hit share may differ from the screen's.

| entry | molecule | RGS4 inhibitor | POLK inh | 12-LOX inh | ERG-DNA inh | Pol beta inh | APEX1 inh | Apoferritin bind | POLH inh | LDHA inh |
| --- | --- | --- | --- | --- | --- | --- | --- | --- | --- | --- |
| 1 | O=C(N/N=C/c1c(O)n(Cc2ccccc2)c(=O)[nH]c1=O)c1ccccc1 | 11% | -9% | ? | -2% | -2% | 1% | -9% | -14% | -4 |
| 2 | Nc1ccc(C(=O)N/N=C2/CN3CCC2CC3)cc1 | -10% | -8% | -6% | . | 1% | 11% | -12% | 3% | -5 |
| 3 | Cc1ccc2c(C)c3ccc4ccccc4c3c[n+]2c1 | 12% | 40µM* | -15% | . | . | . | . | ? | -1 |
| 4 | COc1ccccc1N1C(=O)NC(=O)/C(=C/c2ccc([N+](=O)[O-])s2)C1=O | ? | 40µM* | ? | 42%[activator] | ? | -12% | -7% | 18µM* | 19 |
| 5 | COc1ccc(-c2nc(CN3C(=O)CN=C(c4ccccc4)c4ccccc43)c(C)o2)cc1 | -28% | 9% | -15% | 1% | -16% | . | -18% | -19% | 5 |
| 6 | CCN(CC)CCN=Cc1c(O)n(Cc2ccccc2)c(=O)[nH]c1=O | -4%&14% | 4%&0% | 0%&22% | -4%&-2% | -17%&0% | 1%&4% | 1%&-11% | 6%&-9% | -6&4 |
| 7 | CCCNC(=O)N1[C@H]2CC[C@@H]1C(C(=O)OC)=C(c1c(C)noc1C)C2 | 5% | 0% | 0% | -1% | . | 26% | . | -6% | -1 |
| 8 | O=C(Nc1ccc2c(c1)OCO2)c1cccn(Cc2cccc([N+](=O)[O-])c2)c1=O | -17% | -6%[60.1 µM] | -12% | 0% | 22% | . | -6% | 1% | 2 |
| 9 | C=CCN1C(=O)NC(=O)C(CCc2ccncc2)(CCc2ccncc2)C1=O | -20% | 1% | 4% | -9% | -9% | 11% | -2% | -16% | -2 |
| 10 | COc1cccc(CNC(=O)c2cc3c(-c4ccccc4F)nn(C)c3s2)c1 | 7% | -17% | -35% | 0% | -19% | . | 53%[activator] | -9% | -5 |
| 11 | COc1ccc(S(=O)(=O)N2CCOCC2)cc1NC(=O)COC(=O)Cc1ccccc1 | 15% | -9% | -20% | 16% | . | 13% | . | ? | -2 |
| 12 | CCN1CCN(C(=O)Cc2ccccc2OC)CC1 | 14% | 4% | 0% | -25% | 45% | 1% | -2% | -5% | 0 |
| 13 | COc1ccc(CN2CCN(Cc3ccccc3)CC2)c(OC)c1 | 11% | -9% | -21% | 6% | -1% | ? | -12% | -11% | -5 |
| 14 | Cc1cc([C@@H]2CCCN2C)on1 | -6%[56.9 µM] | 8%&7%[60.1 µM] | . | . | . | 3% | -2% | . | . |
| 15 | CCOC(=O)c1ccc(NC(=O)N2C[C@@H]3C[C@@H](C2)c2cccc(=O)n2C3)cc1 | 5% | 12% | 10% | 1% | 19% | 7% | -4% | -13% | -3 |
| 16 | CC1CCC2C(C)C(=O)OC3OC4(C)CCC1C32OO4 (stereo not given) | -5% | -22% | 7% | -13% | -2% | 23%&-25% | -16% | -9% | -9 |
| 17 | COc1ccc(N/N=C/c2c(O)n(-c3cccc(C)c3)c(=O)[nH]c2=O)cc1 | ? | 9% | ? | -13% | 9% | -5% | ? | -7% | 5 |
| 18 | C=CCN1CC[C@]23c4c5ccc(O)c4O[C@H]2/C(=N/NC(=O)c2ccccc2)CC[C@@]3(O)[C@H]1C5 | ? | -8%[60.1 µM] | -10% | 2% | 4%[57.1 µM] | 13%&6% | -6% | -2%[57.1 µM] | 1 |
| 19 | Cc1cnc(-n2c(=S)[nH]c3ccccc3c2=O)s1 | -19% | 7% | ? | -10% | . | -1% | . | -14% | -3 |
| 20 | CC1(C)N2CC3([N+](=O)[O-])CN1CC([N+](=O)[O-])(C2)C3 | 15% | -11% | 173%[activator] | -3% | -1% | 14% | 7% | -18% | -10 |
| 21 | N#CC(c1ccccc1)c1cccc(Cl)n1 (stereo not given) | 6% | 11% | -8% | 18% | -24% | 0% | ? | -15% | -3 |
| 22 | Cn1c(O)c(C=NC2CC(C)(C)NC(C)(C)C2)c(=O)n(C)c1=O | 13% | -6%[60.1 µM] | 20% | . | 16% | 0% | 0% | 2% | -5 |
| 23 | C=C(C)C1Cc2c(ccc3c(=O)c4c(oc23)COc2cc(OC)c(OC)cc2-4)O1 (stereo not given) | . | -4%[60.1 µM] | 30%[activator] | . | . | 19%&-7% | -13% | . | . |
| 24 | C=CCn1c(O)c(C(C)=Nc2cc(OC)ccc2OC)c(=O)[nH]c1=O | -12% | 17% | 115% | 9% | -5% | 6% | -17% | -11% | 14 |
| 25 | Cc1onc(-c2ccccc2Cl)c1C(=O)NCc1ccc2c(c1)cc(C)n2C | -41% | -9% | ? | 25µM* | ? | -4% | -2% | -10% | 1 |
| 26 | CCOP1(=O)C=C(Sc2ccc([N+](=O)[O-])cc2[N+](=O)[O-])C(C)(C)O1 (stereo not given) | -18% | -11% | -28% | . | . | . | . | ? | 0 |
| 27 | COc1ccc(C(=O)NCCn2cc(SCc3ccc(C(F)(F)F)cc3)c3ccccc32)cc1OC | -8% | -14% | ? | 15% | 12% | . | 54%[activator] | -22% | 9 |
| 28 | CCC1=Nc2cc(C(=O)N3CCC4(CC3)OCCO4)ccc2Sc2ccccc21 | -28% | -13% | -2% | 5% | -2% | 24% | -16% | -31% | -1 |
| 29 | CN(C(=O)CNC(=O)OCc1ccccc1)c1ccc(Br)cc1C(=O)c1ccccc1Cl | -12% | -5% | -19% | -6% | 1% | -3% | ? | -25% | 5 |
| 30 | CN1CCc2nc3sc(C(=O)NC4CC4)c(N)c3cc2C1 | -1% | -8% | -30% | 2% | 14% | 1% | -17% | -17% | 3 |
| 31 | COc1cc(O)c(C(=O)O)c(-c2cc(O)c(O)cc2C)c1 | -49% | ? | 3.2µM* | -16% | 20µM* | 20µM* | -10% | 10µM* | 17 |
| 32 | Cn1c(O)c(C(=Nc2ccccc2)SCc2ccccc2Cl)c(=O)n(C)c1=O | -51% | -9% | ? | 2% | 31% | 14% | -16% | -12% | -1 |
| 33 | COC1=CC=C2[C@H]3Cc4ccc(OC)c5c4[C@@]2(CCN3C)C1O5 (stereo not given in full) | -10% | 0% | 5% | 2% | . | 24% | . | -9% | -2 |
| 34 | CC(=NCc1cccnc1)c1c(O)n(C2CCCCC2)c(=O)[nH]c1=O | 2% | -3% | 0% | 12% | -4% | -3% | -19% | 4% | -11 |
| 35 | C=Cn1ccnc1P(=S)(c1ccccc1)c1nccn1C=C | -12% | -3% | -2% | -4% | -13% | -1% | -8% | -17% | -2 |
| 36 | CC(C)(C)C(=O)c1cn(CC(=O)NCc2ccco2)c2ccccc12 | -14% | 2% | ? | 7% | -12% | 12% | -13% | -11% | -17 |
| 37 | O=C(Nc1ccc2c(c1)OCO2)c1cccn(Cc2ccc(F)cc2)c1=O | 2% | -10%[60.1 µM] | -22% | -4% | -1% | . | -8% | -4% | 6 |

Reprinted at random: four compounds from above
| entry | molecule | RGS4 inhibitor | POLK inh | 12-LOX inh | ERG-DNA inh | Pol beta inh | APEX1 inh | Apoferritin bind | POLH inh | LDHA inh |
| --- | --- | --- | --- | --- | --- | --- | --- | --- | --- | --- |
| 36 | CC(C)(C)C(=O)c1cn(CC(=O)NCc2ccco2)c2ccccc12 | -14% | 2% | ? | 7% | -12% | 12% | -13% | -11% | -17 |
| 31 | COc1cc(O)c(C(=O)O)c(-c2cc(O)c(O)cc2C)c1 | -49% | ? | 3.2µM* | -16% | 20µM* | 20µM* | -10% | 10µM* | 17 |
| 33 | COC1=CC=C2[C@H]3Cc4ccc(OC)c5c4[C@@]2(CCN3C)C1O5 (stereo not given in full) | -10% | 0% | 5% | 2% | . | 24% | . | -9% | -2 |
| 35 | C=Cn1ccnc1P(=S)(c1ccccc1)c1nccn1C=C | -12% | -3% | -2% | -4% | -13% | -1% | -8% | -17% | -2 |

Profiles, looked up by structure.
`COC1=CC=C2[C@H]3Cc4ccc(OC)c5c4[C@@]2(CCN3C)C1O5` (stereo not given in full) reads RGS4 inhibitor = -10%; POLK inh = 0%; 12-LOX inh = 5%; ERG-DNA inh = 2%; Pol beta inh = .; APEX1 inh = 24%; Apoferritin bind = .; POLH inh = -9%; LDHA inh = -2
`COc1cc(O)c(C(=O)O)c(-c2cc(O)c(O)cc2C)c1` reads RGS4 inhibitor = -49%; POLK inh = ?; 12-LOX inh = 3.2µM*; ERG-DNA inh = -16%; Pol beta inh = 20µM*; APEX1 inh = 20µM*; Apoferritin bind = -10%; POLH inh = 10µM*; LDHA inh = 17

Limited to RGS4 inhibitor and LDHA inh, for 3 of the compounds above:
cpd | Molecule | RGS4 inhibitor | LDHA inh
33 | COC1=CC=C2[C@H]3Cc4ccc(OC)c5c4[C@@]2(CCN3C)C1O5 (stereo not given in full) | -10% | -2
37 | O=C(Nc1ccc2c(c1)OCO2)c1cccn(Cc2ccc(F)cc2)c1=O | 2% | 6
31 | COc1cc(O)c(C(=O)O)c(-c2cc(O)c(O)cc2C)c1 | -49% | 17

Source: PubChem BioAssay (National Center for Advancing Translational Sciences (NCATS))
